Compound activity from PubChem BioAssay.
PfHsp40 rescue: compounds rescuing yeast from Plasmodium falciparum HSP40 toxicity | S. cerevisiae expressing PfHsp40, growth rescue, ATP luminescence | growth rescue, % at 12.5 µM | 340,000 tested, 0.68% active; in the data active = growth rescue above about 28%, passing the limit was not always enough; inconclusive = no clear call, values can overlap the other calls;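 note: yeast W303a lacking pdr1 and pdr3 grown in galactose medium; growth measured after three days at 30 °C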
PrPC TRFRET: inhibitors of human cell surface prion protein PrPC; AID 720596; inhibition, % at 13.8 µM; TR-FRET read-out; 370,000 tested, 0.43% active; P04156; in the data active = inhibition above about 24%; note: 0% = median of the test wells and 100% = reference compound wells
CCHF vOTU inh: CCHFV vOTU protease inhibition | Pep-AMC fluorescence | inhibition, % at 11.5 µM | 370,000 tested, 0.55% active | AID 651958; in the data active = inhibition above about 30%; note: 0% = vehicle wells with enzyme and 100% = no enzyme wells
Y pestis TopoI: blocks Yersinia pestis topoisomerase I activity; Y. pestis Topo-I cleavage product accumulation, plate reader; activity, % at 10 µM; 360,000 tested, 0.064% active; AID 504884; in the data active = activity above about 50%, passing the limit was not always enough; inconclusive = no clear call, values can overlap the other calls; note: inactives centre near 2
BoNT A protease: inhibitors of Botulinum neurotoxin A light chain protease; inhibition, % at 10 µM; multiplex microsphere protease substrate cleavage, flow cytometry; 360,000 tested, 0.17% active; note: plate controls were buffer without enzyme for full effect and enzyme alone for no effect
Anthrax LF inh2: inhibitors of Bacillus anthracis lethal factor protease; 360,000 tested, 0.12% active; P15917; inhibition, % at 10 µM; multiplex microsphere protease cleavage assay, LF; note: plate controls were buffer without enzyme for full effect and enzyme alone for no effect
Target sequence (P15917 whole entry, looked up): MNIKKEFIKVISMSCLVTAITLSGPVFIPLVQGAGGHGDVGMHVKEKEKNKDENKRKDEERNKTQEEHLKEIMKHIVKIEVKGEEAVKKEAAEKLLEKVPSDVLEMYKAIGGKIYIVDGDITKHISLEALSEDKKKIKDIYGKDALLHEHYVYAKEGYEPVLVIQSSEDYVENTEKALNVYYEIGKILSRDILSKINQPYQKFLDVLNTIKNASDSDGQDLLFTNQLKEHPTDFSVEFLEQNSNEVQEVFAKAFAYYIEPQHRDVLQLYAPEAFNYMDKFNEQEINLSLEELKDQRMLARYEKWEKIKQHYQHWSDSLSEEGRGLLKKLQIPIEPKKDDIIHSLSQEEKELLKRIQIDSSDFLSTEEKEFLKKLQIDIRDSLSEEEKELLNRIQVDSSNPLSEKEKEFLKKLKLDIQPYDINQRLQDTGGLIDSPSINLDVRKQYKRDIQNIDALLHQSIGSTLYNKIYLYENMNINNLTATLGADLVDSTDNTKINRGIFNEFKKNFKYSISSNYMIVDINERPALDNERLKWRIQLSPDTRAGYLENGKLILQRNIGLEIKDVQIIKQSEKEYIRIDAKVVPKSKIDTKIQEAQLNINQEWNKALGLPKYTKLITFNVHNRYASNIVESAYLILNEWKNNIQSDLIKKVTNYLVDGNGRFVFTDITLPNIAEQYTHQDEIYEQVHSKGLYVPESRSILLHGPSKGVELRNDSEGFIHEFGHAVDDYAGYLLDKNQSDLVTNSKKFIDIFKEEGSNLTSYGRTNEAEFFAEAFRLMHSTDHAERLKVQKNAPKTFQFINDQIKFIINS
FadD28 FP inh: blocks FadD28 binding to the bisubstrate probe | inhibition, % at 12.5 µM | 360,000 tested, 0.22% active | fluorescence polarization; in the data active = inhibition above about 8.5%, passing the limit was not always enough; inconclusive = no clear call, values can overlap the other calls
TcdB GH inh: TcdB glycohydrolase inhibition; P18177; TcdB glycohydrolase enzymatic assay, plate reader; inhibition, % at 9.99 µM; 350,000 tested, 0.24% active; AID 652162; in the data active = inhibition above about 10%
BoNT F protease: BoNT F light chain protease inhibition; Multiplex microsphere protease cleavage assay, flow cytometry; inhibition, % at 10 µM; 360,000 tested, 0.22% active; in the data active = inhibition above about 35%, passing the limit was not always enough; inconclusive = no clear call, values can overlap the other calls; note: plate controls were buffer without enzyme for full effect and enzyme alone for no effect
An asterisk follows results filed as active; ? = inconclusive; . = not tested or not shown; & = joins results of further samples. Cut-off read from the data, not from the text of the source, unless noted: active = inhibition above about 30%; inconclusive = no clear call, values can overlap the other calls; inactive = below that.

SMILES	PfHsp40 rescue	PrPC TRFRET	CCHF vOTU inh	Y pestis TopoI	BoNT A protease	Anthrax LF inh2	FadD28 FP inh	TcdB GH inh	BoNT F protease
O=C(CCc1ccccc1)NC(=S)Nc1cccc(Br)c1	14	-3	-11	7	0.9	1	-10	.	5
CC(C)c1[nH]nc2c1C(c1cccnc1)C(C#N)=C(N)O2 (configuration not stated)	-0.2	-3	-6	3	-1.3	0	-2.1	.	-1
CCN(C(=O)c1ccc(NC(C)=O)cc1)c1ccccc1	-0.3	-1	-5	-6	4.1	0	-0.3	.	3
COc1cccc(C(=O)N2[C@H](COCc3ccccc3)C=CS2(=O)=O)c1	.	1	-2	.	-0.7	1	-7.8	2.2	0
COc1ccccc1C(c1nnnn1C1CCCC1)N1CCN2CCCC2C1 (configuration not stated)	-0.1	-2	6	-2	1.1	-4	1.3	.	-9
CCOCCCNC(=O)C1CCN(S(=O)(=O)N2CCCCC2)CC1	0.3	3	-6	0	0.6	0	-1.6	.	10
Cc1ccccc1NC(=O)Cn1nc(C(F)(F)F)cc1C1CC1	0.9	1	-2	4	-0.2	2	-1.0	.	14
O=C(Cc1coc2ccc3ccccc3c12)Nc1nnc(C2CC2)s1	-0.6	3	9	3	1.5	1	-0.1	.	7
COc1ccc2cc(C(=O)Nc3ccc(S(N)(=O)=O)cc3)sc(=O)c2c1OC	-0.4	-27	-14	-5	0.6	-8	-0.5	0.5	-4
CCN(CC)S(=O)(=O)c1ccc(C)c(NC(=S)NC2CCCCC2)c1	-0.2	5	16	5	-1.3	-3	-4.7	2.2	1
CCCCN1C2CCCC1CC(NC(=O)c1cccc(OC)c1)C2 (configuration not stated)	-1.9	-3	-10	4	.	.	0.4	0.2	.
NCCCC[C@H]1CNC(=S)N1CC1CCCCC1	-1.0	5	12	5	0.4	-1	-2.5	1.2	-11
COc1ccc(-c2csc(Nc3cc(C)ccn3)n2)cc1OC	9.6	15	8	7	-3.4	-17	-1.2	0.6	-1
CCN1CCN(C(=O)c2cn(CCOC)c(=O)c3c2c2ccccc2n3C)CC1	-1.2	7	-24	0	4.5	-8	-0.8	.	5
COc1ccc(CN2CCSCC2)c(OC)c1C	-0.4	-8	8	-2	-0.2	-14	-0.5	-0.3	?

Next section; it opens with the seven that closed the last part.
SMILES	PfHsp40 rescue	PrPC TRFRET	CCHF vOTU inh	Y pestis TopoI	BoNT A protease	Anthrax LF inh2	FadD28 FP inh	TcdB GH inh	BoNT F protease
COc1ccc2cc(C(=O)Nc3ccc(S(N)(=O)=O)cc3)sc(=O)c2c1OC	-0.4	-27	-14	-5	0.6	-8	-0.5	0.5	-4
CCN(CC)S(=O)(=O)c1ccc(C)c(NC(=S)NC2CCCCC2)c1	-0.2	5	16	5	-1.3	-3	-4.7	2.2	1
CCCCN1C2CCCC1CC(NC(=O)c1cccc(OC)c1)C2 (configuration not stated)	-1.9	-3	-10	4	.	.	0.4	0.2	.
NCCCC[C@H]1CNC(=S)N1CC1CCCCC1	-1.0	5	12	5	0.4	-1	-2.5	1.2	-11
COc1ccc(-c2csc(Nc3cc(C)ccn3)n2)cc1OC	9.6	15	8	7	-3.4	-17	-1.2	0.6	-1
CCN1CCN(C(=O)c2cn(CCOC)c(=O)c3c2c2ccccc2n3C)CC1	-1.2	7	-24	0	4.5	-8	-0.8	.	5
COc1ccc(CN2CCSCC2)c(OC)c1C	-0.4	-8	8	-2	-0.2	-14	-0.5	-0.3	?
CCOc1ccc2nc(NC(=O)C3CSC4(C)CCC(=O)N34)sc2c1 (configuration not stated)	0.3	2	3	-6	1.7	1	-1.2	0.6	2
O=C(CN1C(=O)c2ccc([N+](=O)[O-])cc2C1=O)NCc1ccc(C(=O)O)cc1	-2.3	-12	5	-3	0.9	-12	-2.2	0.3	-10
Cc1ccnc(Nc2nc(-c3ccc(O)c(O)c3)cs2)c1	-0.3	14	-2	-26	.	.	2.1	-4.6	.
CCOC(=O)C1CCN(C(=O)C(=O)N2CCC(C(=O)OCC)CC2)CC1	1.4	4	2	-6	-0.3	-8	-0.5	.	-11
CCn1cc(CN2CCN(Cc3ccsc3)C(CCO)C2)cn1 (configuration not stated)	0.7	-6	-2	10	-0.4	-3	0.5	0.5	2
CN(C)CCN(C)C1CN(Cc2ccccc2)S(=O)(=O)C1 (configuration not stated)	.	-3	5	.	0.3	-4	0.4	0.4	-12
COc1cc(/C=C(\C#N)c2ccccn2)ccc1OCC(=O)Nc1c(Cl)cccc1Cl	0.4	1	1	-6	0.8	0	-4.4	.	8
CN(C)CCSC1c2ccccc2CSc2ccccc21 (configuration not stated)	.	3	-12	-10	-3.3	-39	-4.8	-0.2	?
COc1ccccc1CNS(=O)(=O)c1ccc2c(c1)CC(=O)N2C	-1.5	12	-4	6	0.8	-1	-3.3	0.2	-1
CCOC(=O)c1ccc(NC(=O)N2CCCCCC2)cc1	0.7	-5	-14	-12	0.3	0	0.5	0.9	1
Oc1ccccc1C=NCCN1CCN(CCN=Cc2ccccc2O)C1c1ccccc1O (configuration not stated)	?	-3	-9	0	-0.8	-7	-3.4	-1.4	-4
O=C(O)c1ccc(OCC2CCCO2)cc1 (configuration not stated)	-0.4	-8	-7	-1	0.8	-12	-1.5	0.9	?
Cn1c(SCC(=O)Nc2cccnc2)nnc1-c1ccccc1F	0.1	11	-3	9	-0.8	-8	-0.1	0.5	-8
CCc1ccc(N2CC(C(=O)Nc3ccc4c(c3)OCCO4)CC2=O)cc1 (configuration not stated)	2.3	4	-15	17	0.6	-2	.	1.2	1
COc1ccc(S(=O)(=O)N2CCCOC2CNC(=O)C(=O)NCCCN2CCOCC2)cc1 (configuration not stated)	0.1	2	3	1	-2.5	1	-2.5	1.0	-5
CCOc1cccc(NC(=O)/C(C#N)=C/c2cccnc2)c1	-0.8	21	-15	1	-1.6	-6	0.3	0.3	0
CCCCSc1nnc([C@@H]2CCCN2C(=O)OC(C)(C)C)o1	0.7	4	11	2	0.0	5	-2.7	.	9
CCCCN(Cc1ccco1)S(=O)(=O)c1csc(C(N)=O)c1	-1.0	2	11	1	-1.7	-1	-2.7	0.0	0
COc1ccc(-n2nc3c(c2NC(=O)C2CCCC2)CS(=O)(=O)C3)cc1	0.6	4	12	-2	-12	-6	-1.7	-0.3	-24
Cc1ccc(-c2csc(N3CCC(C(N)=O)CC3)n2)cc1	-1.5	-10	2	7	-0.7	-2	-5.0	1.0	-8
COc1ccc(C(CNC(=O)c2cccc(NS(=O)(=O)c3ccc(Br)cc3)c2)N(C)C)cc1 (configuration not stated)	0.5	-10	-4	10	2.1	-4	-4.0	1.6	?
CCN1CCN(C(=O)NC2CCCCC2)CC1	-0.5	-6	12	3	.	.	0.4	-0.4	.
Cc1csc(SCC(=O)N(C)C2CCS(=O)(=O)C2)n1 (configuration not stated)	1.4	3	3	7	0.5	3	-2.0	0.5	-1
O=C(O)C1=C[C@H](c2ccc(Br)cc2)C[C@H](OCc2ccc(CO)cc2)O1	-0.7	-2	3	6	0.6	-5	-2.3	0.3&-1.1	2
OC1CCN(CC(O)C(F)(F)F)CC1 (configuration not stated)	0.4	3	-12	1	-1.1	-2	-2.8	-0.3	-8
COc1ccc(CN2CCN(c3ccccn3)CC2)c(OC)c1C	1.2&0.4	-4&-12	1&-1	10&13	-7.4&-0.9	10&-5	0.0&-3.9	0.3&0.8	?
CC(=O)Cn1ncc(N2CCOCC2)cc1=O	-0.3	9	5	-7	-1.3	-1	-2.2	-1.3	-4
CCOC(=O)N1CCC(NS(=O)(=O)c2cc(Br)cnc2N)CC1	3.8	1	14	-8	0.2	1	-3.7	.	1
CC1CC1C(=O)OCC(=O)N(C)c1c(N)n(Cc2ccccc2)c(=O)[nH]c1=O (configuration not stated)	2.2	7	-6	1	2.3	-3	-2.4	-3.2	-2
CCOC(=O)c1ncccc1NC(=O)CC(=O)Nc1cccnc1C(=O)OCC	.	-7	-4	-6	-2.3	-2	-2.5	0.8	-5
CCOC(=O)C1=C(C)NC(C)=C(C(=O)OCC)C1C(=O)OCC(=O)N(C)Cc1ccccc1	-0.8	-3	10	24	0.6	-4	-0.6	-0.1	8
O=C(N/N=C/c1ccc(O)c(O)c1)NC12CC3CC(CC(C3)C1)C2	-1.3	9	-11	-6	0.8	7	4.4	-0.5	?
CCOC(=O)C1CCCN(S(=O)(=O)c2ccc3c(c2)NC(=O)CO3)C1 (configuration not stated)	0.1	1	9	5	1.4	1	0.5	2.1	6
O=C(CCCOc1ccccc1)Nc1nccs1	-1.8	-2	-4	-4	?	?	-0.3	.	-13
CCN(CC)c1c([N+](=O)[O-])ncn1C	-2.4	0	6	-4	-0.4	-1	-1.4	.	-8
O=C(NNC(=O)C1CCN(S(=O)(=O)c2ccc(Cl)cc2)CC1)c1ccncc1	0.3	0	6	-5	-0.8	2	-1.3	1.8	-2
Cc1nc2c(c(=O)n1CCC1=CCCCC1)c1nc3ccccc3nc1n2/N=C/c1ccco1	0.8	-13	-7	16	-1.3	1	-4.8	.	-11
COc1ccc(CN=CC2=C(O)CC(C)(C)CC2=O)cc1	-1.4	-1	4	6	-1.6	-2	1.0	.	-4
Cc1ccc(O)c(Nc2ncnc3ccc([N+](=O)[O-])cc23)c1	0.6	-36	2	-7	-3.6	4	-2.7	-1.5	-8
COc1cc(S(=O)(=O)NCc2ccc3c(c2)OCO3)c(OC)cc1C	0.1	-3	-15	5	2.7	10	-2.9	-1.1	-5
CC[C@@H]1C=C(C(=O)O)[C@H](c2ccc(C)cc2)N1S(=O)(=O)c1ccc(C)cc1	-0.7	6	-1	3	0.1	2	0.4	6.3	-4
Fc1ccc(C(c2nnnn2C2CCCC2)N2CCN(Cc3ccncc3)CC2)cc1 (configuration not stated)	-0.3	0	3	6	-1.6	-1	0.1	.	-34
O=C(NC1CCCc2ccccc21)C1CCC(CNc2c(N3CCOCC3)c(=O)c2=O)CC1 (configuration not stated)	0.0	-9	-8	12	-0.4	2	-5.1	-0.3	3
O=C(Oc1ccc(OC(=O)N2CCCCC2)cc1)c1ccccc1	-0.6	2	-1	0	-0.3	2	-1.0	.	0
O=C(N/N=C\c1cc2c(cc1Cl)OCO2)c1cccnc1	-0.8	-9	-3	14	-0.1	-2	-4.4	0.7	-1
CCOC(=O)C1=C(C)N(C)C(=S)NC1c1cccc(Cl)c1Cl (configuration not stated)	0.5	-1	-8	1	0.1	0	-3.3	0.1	3
CCN(CC)c1ccc(C(=C2C=CC(=[N+](CC)CC)C=C2)c2ccc(S(=O)(=O)O)cc2S(=O)(=O)[O-])cc1	-0.9	-123	8	-16	-0.8	-6	0.8	-0.4	-4
CN1CCN(C(=O)c2ccccc2NC(=O)COc2ccccc2Cl)CC1	1.1	7	-6	1	2.7	6	-1.9	-0.1	15
O=C(Nc1cccnc1)c1cc(-c2ccc(Cl)cc2)on1	0.1	-3	15	5	-0.2	-1	-2.9	0.8	-1
CCCNC(=O)C(=O)NCC1CCCN1CC (configuration not stated)	0.5	-1	5	14	-0.7	-7	0.0	1.7	-10
CCCc1nc2cc(C)c(Br)c(C)n2c1CC1CCCCC1	.	18	2	.	-0.1	2	.	0.1	-1
COc1ccc(N(CC(=O)NC2CCS(=O)(=O)C2)S(=O)(=O)c2cc(C)ccc2C)cc1 (configuration not stated)	-1.2	-2	-11	23	0.0	-1	0.0	1.8	-6
COc1cc(CN2CCC(Cc3ccccc3)CC2)c([N+](=O)[O-])cc1OC	-0.8	-2	8	5	-4.3	-4	-2.3	-0.3	?
CCCCN(C)C(=O)c1nc2ccccn2c1CN1CCN(C/C=C/c2ccccc2)CC1	0.0	-7	3	32	0.2	0	-3.3	1.3	-4
O=C(CNC(=O)C1CCCCC1)NNC(=O)c1ccc(Cl)cc1Cl	2.1	-8	-1	2	-1.1	1	-4.0	-2.1	4
C=CCN(c1ccccc1)S(=O)(=O)c1cccc(C(=O)NCc2ccco2)c1	1.2	3	14	13	-1.7	3	-1.2	0.9	1
O=C(Nc1nnc(C2=COCCO2)o1)c1ccc([N+](=O)[O-])cc1	-2.8	-2	-4	-10	-3.0	0	0.4	1.6	-7
